KOR beta-arrestin-1: KOR antagonists, beta-arrestin recruitment, cell-based, luminescence, uHTS (AID 1778); Kappa-type opioid receptor (Homo sapiens); KOR beta-arrestin recruitment, luminescence, antagonist mode; higher % means a stronger effect; inhibition, % at 10 µM, or IC50 in µM where a hit was titrated; 0.091% of 290,000 active; note: strong numbers were not always called active
NOD1 inhibition: NOD1 signaling inhibitors, primary screen, cell-based, luminescence, uHTS (AID 1578) | NOD1-driven NF-kB luciferase reporter cells, luminescence; higher % means a stronger effect | 1% of 290,000 active | inhibition, % at 4 µM; hits with a dose series show EC50 in µM; in the data active = inhibition mostly above about 36%, no sharp cut-off; inactive = mostly below about 34%;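 note: HEK-293T reporter cells stimulated with the NOD1 agonist gamma-tri-DAP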
KOR beta-arrestin-2: KOR agonists, beta-arrestin recruitment, primary screen, cell-based, luminescence, uHTS (AID 1777); Kappa-type opioid receptor (Homo sapiens); KOR beta-arrestin recruitment, luminescence; higher % means a stronger effect; one-dose activation, % at 10 µM; EC50 in µM for titrated hits; 0.02% of 280,000 active; in the data active = activation above about 50%, passing the limit was not always enough; note: a part of the inactive calls stands beside numbers as strong as those of hits
P. falciparum M17LAP: P. falciparum M17LAP inhibitors, primary screen, biochemical, fluorogenic H-Leu-NHMec substrate, 1536-well (AID 1619) | recombinant M17LAP, H-Leu-NHMec fluorogenic kinetic assay; higher % means a stronger effect | inhibition, % at 30 µM; hits with a dose series show IC50 in µM | 0.38% of 220,000 active;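 active = compound inhibiting the enzyme by more than half at any dose during confirmatory dose-response retesting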;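 note: plate controls were full reaction with DMSO carrier for no effect and no enzyme background for full effect; strong numbers were not always called active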
AID2073: inhibitors of Mint1-CaV2.2 protein interaction, biochemical, HTRF (AID 2073); 0.19% of 290,000 active; inhibition, % at 20 µM; hits with a dose series show IC50 in µM; HTRF protein-protein interaction, Mint1-CaV2.2; higher % means a stronger effect; Voltage-dependent N-type calcium channel subunit alpha-1B (Homo sapiens); in the data active = inhibition mostly above about 51%, no sharp cut-off; note: some results filed as inactive read as strong as hits
NOD2 inhibition: NOD2 signaling inhibitors, cell-based, luminescence, uHTS, HEK293 (AID 1566); HEK293 NOD2/NF-kB luciferase reporter, luminescence; higher % means a stronger effect; one-dose inhibition, % at 4 µM; EC50 in µM for titrated hits; 0.63% of 290,000 active; note: many of its hits are not listed in these tables
Dynein transport: inhibitors of GR-EGFP nuclear translocation, primary screen, dynein cargo transport inhibitor project, imaging, high-content, 3617.4 mouse cells. 0.47% of 220,000 active. z-score, hits read low. test concentration mostly 20 µM; stimulated with dexamethasone, 1 µM; active compounds read low. AID 1381, 2008;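 active = plate z-score of nuclear minus cytoplasmic receptor signal below a set negative limit, without overly bright fluorescence or cell loss, cut at about -3.5 in these data, passing the limit was not always enough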;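 note: z-score of nuclear minus cytoplasmic ring GR-EGFP intensity difference per well; some compounds called inactive have numbers as strong as hits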
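Buffer or medium – tet-free medium with charcoal-stripped serum · Signal – automated 10x imaging of fixed Hoechst-stained cells · Also added – dexamethasone agonist, 1.0 µM final, for 30 min · Incubation – induction 48 h, compound 1 h, agonist 30 min · Read-out – GR-EGFP nuclear translocation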
M1AAP inhibition: P. falciparum M1AAP inhibitors, biochemical, fluorogenic H-Leu-NHMec substrate, 1536-well (AID 1445). recombinant M1AAP, H-Leu-NHMec fluorogenic kinetic assay; higher % means a stronger effect. one-dose inhibition, % at 30 µM; IC50 in µM for titrated hits. Aminopeptidase N (Plasmodium falciparum (isolate 3D7)). 0.42% of 220,000 active;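 active = primary inhibition above the hit cutoff, then over 50% inhibition at one or more dose response concentrations, cut at about 23% in these data, passing the limit was not always enough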;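 note: plate controls were DMSO full reaction for no effect and no enzyme background for full effect; strong numbers were not always called active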
GPR55 beta-arrestin: GPR55 agonists via beta-arrestin recruitment, primary screen, imaging, U2OS cells, beta-arrestin-GFP redistribution (AID 1961); G-protein coupled receptor 55 (Homo sapiens); U2OS GPR55 beta-arrestin-GFP redistribution imaging; higher % means a stronger effect; activation, % at 10 µM, or EC50 in µM where a hit was titrated; 0.048% of 290,000 active;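 active = activation above 40% with more than 50 cells counted in the well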;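 note: U2OS osteosarcoma cells stably expressing GPR55 and beta-arrestin-GFP; plate controls were DMSO negative control for no effect and LPI positive control for full effect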
Dynein transport cytoplasmic EGFP: recorded beside Dynein transport, whose call it bears; z-score; measured here: cytoplasmic GR-EGFP intensity; active compounds read high
Dynein transport nuclear GR-EGFP: also measured in Dynein transport; calls as there; z-score; measured here: nuclear GR-EGFP intensity;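 lower value marks the stronger effect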
Dynein transport cell count: also measured in Dynein transport; calls as there; z-score; measured here: cell count per field
* hit, by the source's call; / = not tested or not shown; [ ] = dose if it differs, or a comment. Cut-off read from the data, not from the text of the source, unless noted: active = inhibition above about 50%; inactive = the rest. This is a subset. The share of hits here may be higher or lower than overall.

SMILES	KOR beta-arrestin-1	NOD1 inhibition	KOR beta-arrestin-2	P. falciparum M17LAP	AID2073	NOD2 inhibition	Dynein transport	Dynein transport cytoplasmic EGFP	Dynein transport nuclear GR-EGFP	Dynein transport cell count	M1AAP inhibition	GPR55 beta-arrestin
CCCCC1(CCCC)C(=O)NC(=Nc2cccc(C)c2)NC1=O	-9%	7%	2.8%	4%	22%	0%	1.2	-0.22	0.55	-1.2	7%	0.2%
COc1cccc(-n2c(O)c(C=NCCN3CCOCC3)c(=O)[nH]c2=O)c1	-21%	8%	1.0%	6%	7%	6%	1.6	-0.11	1.4	-1.6	9%	0.1%
CN=C(SCC(=O)c1cccc(Cl)c1)c1c(O)n(C)c(=O)n(C)c1=O	-2%	-9%	0.8%	17%	-10%	19%	-0.46	-0.23	0.1	0.38	1%	-0.1%
CC/C(=N\NC(=O)c1ccccc1)c1c(O)n(Cc2ccccc2)c(=O)[nH]c1=O	7%	12%	-0.5%	5%	-2%	28%	0.86	-0.2	0.19	-0.23	16%	-0.1%
C=CC(C)C(C(=O)c1ccccc1)N(C)C (stereo unspecified)	-14%	-14%	-0.5%	5%	17%	16%	2.8	-0.17	1.3	-1.3	-9%	-0.5%
O=C(c1cccc(C(F)(F)F)c1)N1C[C@H]2C[C@@H](C1)c1cccc(=O)n1C2	-15%[20 µM]	-1%	0.5%	/	10%	11%	/	/	/	/	/	-0.2%
O=C(C(=O)N1CCOCC1)c1cn(Cc2ccccc2F)c2ccccc12	-29%	-11%	6.1%	/	3%	1%	/	/	/	/	/	0.2%
COc1ccccc1N1CCN(Cc2ccc(Cl)cc2Cl)CC1	-32%	-3%	6.1%	7%	-5%	-7%	-0.38	-0.14	0.00012	0.54	12%	-0.1%
COc1ccc(C(=O)N/N=C/C23CC[C@@H](O)CC2(O)CC[C@@H]2[C@@H]3CCC3(C)C(C4=CC(=O)OC4)CCC23O)cc1 (stereo partly specified)	-67%	12%	11%	3%	9%	27%	-0.34	-0.23	0.26	-0.095	6%	-0.1%
COc1ccc(O)c(CN2CCCC(C(=O)c3ccccc3SC)C2)c1 (stereo unspecified)	-6%	-12%	3.5%	8%	-18%	10%	-0.27	-0.22	-0.065	0.59	-1%	0.1%
Cc1ccc(N2C(=O)NC(=O)C(CCc3ccncc3)(Cc3cccc(Cl)c3Cl)C2=O)cc1 (stereo unspecified)	-13%	-24%	-0.7%	32%	-1%	-5%	0.4	-0.24	0.34	-0.94	15%	-0.3%
CC(O)(CS(=O)(=O)c1cccc(C(F)(F)F)c1)C(=O)Nc1cccc(C(F)(F)F)c1 (stereo unspecified)	2%	-3%	1.0%	3%	7%	-2%	-0.15	-0.21	-0.55	0.27	-3%	-0.3%
Cn1c(=O)n(CC(=O)N2CCC3(CC2)OCCO3)c(=O)c2ccccc21	-20%	-22%	0.5%	13%	4%	-8%	0.49	-0.14	0.43	-0.094	2%	-0.1%
C=CCn1c(O)c(C(CC)=NCC2CCCO2)c(=O)[nH]c1=O (stereo unspecified)	8%	-9%	3.4%	2%	3%	4%	0.49	-0.23	0.83	-0.43	-6%	0.2%
COC(=O)c1ccc(C(C(=O)NC2CCCCC2)N(CCN2CCOCC2)C(=O)Cc2cccs2)cc1 (stereo unspecified)	3%	-18%	-8.6%	12%	8%	8%	2.8	0.051	2.1	-2.6	2%	-0.3%
Cc1nc2ccccc2c(=O)n1-c1ccc(C(=O)O)cc1	30%	-4%	1.4%	4%	4%	12%	-0.016	-0.8	-0.33	-0.033	-3%	0.0%
CCCCc1cc(=O)oc2cc(OCC(=O)N3C[C@H]4C[C@@H](C3)c3cccc(=O)n3C4)c(Cl)cc12	-5%[20 µM]	-6%	-2.0%	/	12%	-7%	/	/	/	/	/	-0.1%
NC1=NC(c2cccnc2)n2c(nc3ccccc32)N1 (stereo unspecified)	-12%	-4%	0.8%	-14%	6%	4%	2.6	-0.15	1.2	-2.5	6%	-0.3%
CSc1ncc(/C=C2/C(=O)NC(=O)N(c3ccc(Cl)cc3)C2=O)cn1	2%	-6%	-4.5%	25%	30%	6%	0.64	-0.29	0.047	0.058	7%	0.6%
Cc1ccc(OCC(=O)NCCN2CCN(C(=O)COc3ccc(C)cc3)CC2)cc1	16%	-3%	-2.6%	20%	3%	15%	-0.89	-0.24	-0.32	0.74	7%	-0.1%

A different layout for part of the listing above.
Order of values – KOR beta-arrestin-1	NOD1 inhibition	KOR beta-arrestin-2	P. falciparum M17LAP	AID2073	NOD2 inhibition	Dynein transport	Dynein transport cytoplasmic EGFP	Dynein transport nuclear GR-EGFP	Dynein transport cell count	M1AAP inhibition	GPR55 beta-arrestin
- CC(O)(CS(=O)(=O)c1cccc(C(F)(F)F)c1)C(=O)Nc1cccc(C(F)(F)F)c1 (stereo unspecified)
    2%	-3%	1.0%	3%	7%	-2%	-0.15	-0.21	-0.55	0.27	-3%	-0.3%
- Cn1c(=O)n(CC(=O)N2CCC3(CC2)OCCO3)c(=O)c2ccccc21
    -20%	-22%	0.5%	13%	4%	-8%	0.49	-0.14	0.43	-0.094	2%	-0.1%
- C=CCn1c(O)c(C(CC)=NCC2CCCO2)c(=O)[nH]c1=O (stereo unspecified)
    8%	-9%	3.4%	2%	3%	4%	0.49	-0.23	0.83	-0.43	-6%	0.2%
- COC(=O)c1ccc(C(C(=O)NC2CCCCC2)N(CCN2CCOCC2)C(=O)Cc2cccs2)cc1 (stereo unspecified)
    3%	-18%	-8.6%	12%	8%	8%	2.8	0.051	2.1	-2.6	2%	-0.3%
- Cc1nc2ccccc2c(=O)n1-c1ccc(C(=O)O)cc1
    30%	-4%	1.4%	4%	4%	12%	-0.016	-0.8	-0.33	-0.033	-3%	0.0%
- CCCCc1cc(=O)oc2cc(OCC(=O)N3C[C@H]4C[C@@H](C3)c3cccc(=O)n3C4)c(Cl)cc12
    -5%[20 µM]	-6%	-2.0%	/	12%	-7%	/	/	/	/	/	-0.1%
- NC1=NC(c2cccnc2)n2c(nc3ccccc32)N1 (stereo unspecified)
    -12%	-4%	0.8%	-14%	6%	4%	2.6	-0.15	1.2	-2.5	6%	-0.3%

Carrying on.
SMILES	KOR beta-arrestin-1	NOD1 inhibition	KOR beta-arrestin-2	P. falciparum M17LAP	AID2073	NOD2 inhibition	Dynein transport	Dynein transport cytoplasmic EGFP	Dynein transport nuclear GR-EGFP	Dynein transport cell count	M1AAP inhibition	GPR55 beta-arrestin
Cc1cccn2c(=O)c3cc(C(=O)N4CCC5(CC4)OCCO5)n(C)c3nc12	-68%	-13%	-2.3%	-3%	25%	-12%	-0.28	-0.18	0.0049	0.3	8%	-0.1%
CCC(COC(=O)NC)NC(=O)Oc1cccc(C)c1 (stereo unspecified)	-20%	-2%	3.0%	-1%	22%	24%	-0.21	-0.25	-0.96	0.49	8%	-0.1%
OC(CNCCc1c[nH]c2ccccc12)C(F)(F)F (stereo unspecified)	-25%	-28%	-0.3%	-10%	-5%	-6%	-1.4	-0.25	-0.63	1.2	2%	0.8%
FC(F)(F)c1ccc2c(c1)N(CCCN1CCN(CCCl)CC1)c1ccccc1S2	-17%	50%	0.1%	7%	1%	6%	-0.0019	0.022	0.12	0.33	7%	0.0%
C=CCN1C(=O)NC(=O)/C(=C/c2c(CCN(C)C(=O)c3ccccc3)cc3c(c2OC)OCO3)C1=O	-60%[20 µM]	-16%	-3.9%	/	16%	11%	/	/	/	/	/	-0.1%
COc1ccc(-c2cc(C(F)(F)F)n3nc(C(=O)N4CCC5(CC4)OCCO5)cc3n2)cc1OC	-21%	-27%	14%	168%	17%	23%	-1.2	-0.28	-0.42	0.32	4%	-0.1%
CCCC(=O)NC(Oc1ccc(C(C)=O)cc1)C(Cl)(Cl)Cl (stereo unspecified)	-9%[20 µM]	-8%	/	/	0%	5%	-0.49	-0.13	0.23	-0.62	/	0.3%
Cc1cc(C)cc(N2C(=O)NC(=O)/C(=C\c3cccn3-c3ccc(Cl)cc3)C2=O)c1	24%	58%	4.6%	-1%	23%	-272%	0.11	-0.12	0.38	1.2	13%	0.6%
O=[N+]([O-])/C=C1/NCCN1Cc1ccc(Cl)nc1	-20%	-36%	3.4%	3%	8%	4%	-0.95	-0.29	-0.35	0.82	-1%	-0.3%
CCCCn1c(O)c(C(C)=NCc2cccnc2)c(=O)[nH]c1=O	-1%	-9%	1.2%	-7%	6%	10%	1.2	-0.22	0.46	-1.3	-1%	-0.3%
Cn1c(=O)c2c(ncn2CCCl)n(C)c1=O	-6%	-23%	-2.1%	2%	9%	0%	-0.89	-0.32	-0.43	0.91	0%	0.1%
CC(Cc1ccccc1)NCc1ccccc1O (stereo unspecified)	9%	-20%	1.3%	-2%	0%	-12%	-0.41	-0.35	-0.32	1.1	1%	-0.2%
Cc1ccsc1C(=O)C1CCCN(Cc2ccccc2O)C1 (stereo unspecified)	8%	-30%	4.8%	1%	-5%	-2%	0.28	-0.27	0.18	0.54	1%	0.1%
CCc1ccccc1N1C(=O)/C(=C/c2ccc(N3CCN(C)CC3)o2)C(=O)NC1=S	3%	-2%	-4.2%	37%	4%	13%	1.5	-0.093	0.82	-1.5	23%	-0.1%
CCOC(=O)c1ccc(NC(=O)C2C3C=CC(O3)C2C(=O)O)cc1 (stereo unspecified)	-16%	-20%	3.1%	20%	-6%	1%	-0.42	-0.23	0.074	0.75	1%	-0.2%
CC(=O)[C@H]1CC[C@H]2[C@@H]3CC[C@H]4C[C@H](O)CC[C@]4(C)[C@H]3C(=O)C[C@]12C	1%	17%	-0.5%	-5%	-5%	14%	0.11	-0.15	0.52	-0.012	-6%	-0.1%
Cn1c2ccccc2c2c(C(=O)N3CCC4(CC3)OCCO4)cn(C3CCCC3)c(=O)c21	-61%	-9%	5.6%	-34%	2%	-6%	0.093	-0.21	0.36	0.69	10%	-0.1%
COc1ccc(CN2CCN(Cc3ccccc3OC)CC2)cc1	23%	-7%	-1.6%	/	3%	-29%	/	/	/	/	/	0.4%
CCOc1cccc(CNCCc2c(C)[nH]c3ccc(OC(F)(F)F)cc23)c1O	-32%	14%	1.8%	/	2%	36%	/	/	/	/	/	0.0%

From PubChem BioAssay
